HCMV inh = blocks human cytomegalovirus replication; HFF cells, HCMV-luciferase reporter, 72 h; active compounds read low; activity change, negative = inhibition, % at 57.5 µM; hit rate 4.5% among 410,000; AID 1259415; in the data active = activity change below about -60%; inconclusive = no clear call, values can overlap the other calls; inactive = above about -39%
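Cell-based, HFFs, 1000 cells/well, 16 h 37C; cpds in DMSO + HCMV-luc, MOI 1 PFU/cell; 72 h 37C; OneGlo luminescence after 5 min RT; norm. to buffer vs Salinomycin 10uM.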
HCV inhibitor = inhibitors of hepatitis C virus infection | Huh7.5.1 HCVcc-Cre infection, luciferase reporter, 44 h | Potency, µM (highest dose often 41.8 µM), without a hit: at the top dose activity change, negative = inhibition, most hits filed as inhibitors | hit rate 3.4% among 340,000 | AID 651820; also: potency is read from the fitted curve at half-maximal effect
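Cells (1,000/well) were plated 4 h before compound, then infected with HCVcc-Cre virus (~0.5 moi). After 44 h further culture, infection was read as luciferase luminescence following a 15 min substrate incubation at room temperature.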
Sm TGR block = inhibitors of Schistosoma mansoni thioredoxin glutathione reductase. Q962Y6. purified TGR, DTNB reduction, TNB absorbance 405 nm. Potency, µM (titrated, usually from 114 µM), without a hit: top-dose activity change, negative = inhibition, usual class: inhibitors. hit rate 3% among 360,000. AID 485364; also: potency is read from the fitted curve at half-maximal effect; nearly all actives have a fitted effect of over 60% in size
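TGR 20 nM + NADPH 100 uM (dispensed conc.), cpd preinc 15 min RT; start with NADPH (500 uM addition) then DTNB (15 mM addition). Kinetic TNB absorbance, 405 nm filter. Four-parameter Hill fit across titration.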
Giardia FBPA inh = Giardia lamblia aldolase inhibition. A8B2U2. purified Giardia FBPA. Potency, µM (highest dose often 59.6 µM), for the others: at the highest dose activity, negative = inhibition, actives largely listed as inhibitors. hit rate 0.71% among 290,000. AID 2451; also: potency is read from the fitted curve at half-maximal effect; nearly all actives have a fitted effect of over 55% in size
Target sequence (A8B2U2 whole entry, looked up): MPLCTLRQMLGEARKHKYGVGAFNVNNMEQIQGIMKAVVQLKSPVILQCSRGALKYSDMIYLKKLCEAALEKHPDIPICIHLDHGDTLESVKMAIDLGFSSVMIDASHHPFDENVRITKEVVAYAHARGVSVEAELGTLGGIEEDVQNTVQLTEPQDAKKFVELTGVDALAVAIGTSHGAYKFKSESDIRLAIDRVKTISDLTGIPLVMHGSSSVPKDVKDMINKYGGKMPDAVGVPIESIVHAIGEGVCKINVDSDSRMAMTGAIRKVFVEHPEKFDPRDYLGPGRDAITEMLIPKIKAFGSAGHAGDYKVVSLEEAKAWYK
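40 nM FBPA preincubated 10 min at RT with compound (up to 57.5 uM final), then substrate plus GAPDH/TPI/NAD/arsenate coupling and diaphorase/resazurin added. Fluorescence read after 20 min at RT, 525/598 nm.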
AmpC detergent = blocks E. coli AmpC beta-lactamase in detergent assay | AmpC hydrolysis of nitrocefin, absorbance 480 nm, 0.01% Triton | hit rate 0.041% among 370,000 | AID 485294 | Potency, µM (highest dose often 114 µM), without a hit: at the highest dose activity change, negative = inhibition, most hits filed as inhibitors;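 also: potency is read from the fitted curve at half-maximal effect; 0% = no-compound wells and -100% = no-enzyme wells; nearly all actives have a fitted effect of over 25% in size; some results filed as inactive show a strong effect at the top dose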
Target sequence (P00811 whole entry, looked up): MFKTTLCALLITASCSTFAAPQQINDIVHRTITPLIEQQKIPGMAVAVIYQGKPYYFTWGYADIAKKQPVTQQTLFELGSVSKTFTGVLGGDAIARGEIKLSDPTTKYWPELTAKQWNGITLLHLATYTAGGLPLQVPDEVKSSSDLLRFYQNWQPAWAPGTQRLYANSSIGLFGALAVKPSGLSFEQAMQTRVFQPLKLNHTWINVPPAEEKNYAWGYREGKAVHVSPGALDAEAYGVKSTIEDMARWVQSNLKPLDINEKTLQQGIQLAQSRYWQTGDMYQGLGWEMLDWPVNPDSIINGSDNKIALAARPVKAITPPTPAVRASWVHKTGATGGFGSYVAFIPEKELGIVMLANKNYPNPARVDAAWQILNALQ
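AmpC (5.3 nM in the dispensed reagent) in 20 mM phosphate pH 7.0 with 0.01% (detergent screen) or 0.0001% Triton X-100 was preincubated with compounds for 15 min at room temperature. Nitrocefin was then added from an 800 uM solution, and hydrolysis was followed at 480 nm.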
AMA1-RON2 inh = inhibitors of Plasmodium falciparum AMA1-RON2 interaction; Potency, µM (top dose mostly 58.2 µM), without a hit: at the highest dose activity change, negative = inhibition, hits mostly inhibitors; hit rate 0.2% among 360,000; AlphaScreen AMA1-biotinylated RON2 peptide binding;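 also: potency is read from the fitted curve at half-maximal effect; 0% = vehicle wells and -100% = peptide control; nearly all actives have a fitted effect of over 45% in size; some results filed as inactive show a strong effect at the top dose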
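AMA1 (3D7) with his tag at 25 nM final met compounds first, then biotinylated RON2 peptide at 25 nM; detection used donor plus acceptor beads, 10 µg/mL apiece, read by AlphaScreen after 30 min at room temperature.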
Starred values were filed as active, the others as inactive; ? = inconclusive; nt = not tested or not shown; & = joins results of further samples; [ ] = remark or other dose. Unless noted, calls follow the shape of the dose curve; as a rule, active = well fitted curve in the direction sought with a large enough effect; inconclusive = small, poorly fitted or top-dose-only effect, or another doubt; inactive = no such curve, though single readings can be large; an effect the other way counts as inactive or inconclusive. Unless noted, % is scaled to controls: 0 for no effect and ±100 for the full control effect. Hits appear at their usual frequency; any-hit rate near 9.3%.

Below each SMILES: AmpC detergent	HCV inhibitor	AMA1-RON2 inh	HCMV inh	Giardia FBPA inh	Sm TGR block
1) CN(CC1CCCN(CCc2ccc(Cl)cc2)C1)C(=O)c1ccoc1 (stereo unspecified)
    0%	3%	-5%	-3	nt	-4%
2) COC(=O)c1nn(-c2ccccc2)c(Cl)c1/C=N/OCc1ccc(Cl)cc1Cl
    -2%	-6%	2%	?	3%	?
3) O=C(CCc1c[nH]c2ccccc12)N=Nc1c(O)[nH]c2ccccc12
    -6%	-11%	-18%	0	1%	-2%
4) Cc1ccc(NC(=S)Nc2ccc3nc(-c4ccccn4)c(-c4ccccn4)nc3c2)cc1C
    ?	?	-5%	nt	1.3µM*	-29%
5) O=C1c2ccccc2C(Nc2ccc(Cl)cn2)N1c1cccnc1 (stereo unspecified)
    -10%	6%	0%	-23	6%	-28%
6) O=C(CCCC(=O)NC1CCCC1)NC1CCCC1
    -6%	11%	-15%	9	7%	-1%
7) COC(=O)c1c(C(=O)c2ccc(Br)cc2)n(C)c2ccccc12
    3%	-16%	-7%[11.6 µM]	?	nt	-2%
8) COc1ccc(CCNC(=O)C2CCN(S(=O)(=O)c3cccc4cccnc34)CC2)cc1OC
    0%	16%	0%	nt	nt	?
9) O=C(O)c1cc(Br)ccc1NS(=O)(=O)c1cccc2nsnc12
    -14%	6%	16%	19	10%	-16%
10) Cn1c(CNS(=O)(=O)c2ccc(Cl)cc2)cc(=O)n(C)c1=O
    ?	-11%	7%	-19	-1%	-8%
11) CN(C)c1ccc(CNC(=O)c2ccc3nc(Cc4ccccc4)oc3c2)cc1
    16%	nt	nt	-2	nt	-3%
12) O=C(O)CCC(=O)c1ccc2c(c1)OCCO2
    -13%	15%	6%	-15	0%	-16%
13) COc1ccc(Cn2c(CO)cnc2SCC(=O)Nc2cc(C)on2)cc1
    -10%	26%	-4%	-15	7%	-7%
14) c1ccc(-c2csc(=Nc3cccnc3)n2CC2CCCO2)cc1 (stereo unspecified)
    -14%	2%	?	-36	-10%	0%
15) CS/C(=N\S(=O)(=O)c1cccs1)Nc1cccc(Cl)c1C
    -6%	?	17%	-35	0%	-3%
16) COc1cc(NC(=S)N2CCN(c3ccccn3)CC2)cc(OC)c1OC
    2%	-5%	7%	-32	-8%	11%
17) CC1=C(C(=O)NC2CCC(C)CC2)C2(CCC(C)CC2)OC1=O (stereo unspecified)
    ?	11%	7%	9	0%	-2%
18) COc1ccc(CCNC(=O)/C=C/c2ccco2)cc1OC
    -11%	-13%	-6%	-1	-2%	11µM*
19) O=C(Cn1ccc2ccccc2c1=O)NCCC(=O)NC1CCN(Cc2ccccc2)CC1
    -11%	18%&5%	-6%	-24	2%	0%
20) Clc1cncc(Cl)c1NNc1c2ccccc2nc2ccccc12
    -3%	?	-17%	-5	-1%	-24%
21) CC12CC(c3ccccc3O1)C(C(=O)N1CCOCC1)C(=O)N2 (stereo unspecified)
    2%	24%	0%	35	0%	4%
22) CC(C)CN(C(=O)CSc1nnc(-c2ccco2)o1)c1c(N)n(Cc2ccccc2)c(=O)[nH]c1=O
    4%	14%	14%	10	0%	-3%
23) O=C(COC(=O)COc1ccccc1[N+](=O)[O-])NC1CCCC1
    2%	1%	3%	-27	0%	0%
24) Cc1cc(=O)[nH]c(SCC(=O)N2CCCC(C)C2)n1 (stereo unspecified)
    -1%	4%	9%	-7	nt	-3%
25) O=C1CC(c2ccccc2)CC(O)=C1C=NCCN1CCN(C(=O)Nc2ccccc2)CC1 (stereo unspecified)
    ?	8%	58%[activator]	-34	-1%	-21%
26) COC(=O)c1ccc(NC(=O)CSc2nnc3c4ccccc4n(C(C)C)c3n2)cc1
    -3%	nt	nt	0	nt	-1%
27) CCC1(c2ccccc2)NC(=O)N(CC(=O)Nc2ccccc2C(=O)NC2CC2)C1=O (stereo unspecified)
    ?	?	12%	2	nt	4%
28) Cc1nn(CC(=O)N(CC(C)C)C2CCS(=O)(=O)C2)c(C)c1[N+](=O)[O-] (stereo unspecified)
    nt	2%	-15%	9	nt	nt
29) Cn1nc([N+](=O)[O-])nc1Oc1ccc(C(C)(C)C)cc1
    2%	?	-8%	-36	-13%	-2%
30) Cc1cc2ncn(CCC(=O)NC3CCCC3)c2cc1C
    -1%	-6%	-8%	-32	0%	3%
31) CCCCn1c(N)c(N(CC(C)C)C(=O)C2=COCCO2)c(=O)[nH]c1=O
    6%	10%	7%	-9	nt	0%
32) CCOC(=O)c1cc(NC(=O)SCC(=O)O)c(C)nc1C
    -16%	8%&-10%	8%	15	-3%	-16%
33) CC(C)(C)c1ccc2c(c1)C(c1ccc3c(c1)OCO3)CC(=O)O2 (stereo unspecified)
    nt	-4%	-1%	-11	5%[89.2 µM]	nt
34) CN(C)c1ccc(N=Cc2ccco2)cc1
    -5%	-15%	-25%	nt	2.8µM*	32µM*
35) COC(=O)[C@H](C(C)C)N(Cc1ccccc1)S(=O)(=O)CCN1CCCC1
    nt	-14%	-4%	-31	nt	nt
36) CC(=O)c1ccc(NC(=S)NC(NC(=O)c2ccco2)C(Cl)(Cl)Cl)cc1 (stereo unspecified)
    2%	15%	-3%	-25	-6%	?
37) COc1ccc2c(C(=O)CN3CCN(CCO)CC3)c[nH]c2c1
    -13%	9%	3%	68	-6%	-17%
38) O=C(c1ccccc1Br)N1CCN(c2ccc([N+](=O)[O-])c(N3CCOCC3)c2)CC1
    4%	-17%	-1%	-7	12%	0%
39) O=C1C(=O)N(Cc2ccncc2)C(c2ccccc2F)/C1=C(\O)c1ccc2c(c1)OCCO2 (stereo unspecified)
    0%	16%	11%	?	20%	-7%
40) COc1ccc(OC)c(-c2nc(CN3CCN(C(=O)c4ccco4)CC3)c(C)o2)c1
    0%	-17%	-5%	39	nt	?
41) Cc1ccc(Nc2nnc(SCC(=O)Nc3ncc(S(=O)(=O)c4ccc([N+](=O)[O-])cc4)s3)s2)cc1
    3%	?	-26%	26	4%	2%
42) CN=C1S/C(=C\c2ccc(Cl)cc2)C(=O)N1C
    -1%	11µM*	1%	-12	2%	1%
43) O=C(Nc1ccccc1C(=O)NCC1CCCO1)c1ccco1 (stereo unspecified)
    -15%	6%	-3%	-8	2%	0%
44) CCCCCN(C(=O)CCC(=O)OCc1ccc(C(C)(C)C)cc1)c1c(N)n(CCCC)c(=O)[nH]c1=O
    -4%	?	-10%	-18	nt	5%
45) COc1ccc(C(=O)NCc2c(C)nn(Cc3ccccc3)c2C)cc1S(=O)(=O)N1CCOCC1
    2%	?	14%	-101*	nt	-12%
46) C=CCNC(=S)N1CCN(Cc2ccccc2)CC1
    -4%	14%	?	-15	18µM*	1%
47) CCOc1ccc(C=NNc2ccc(S(=O)(=O)Nc3ccccc3C(=O)O)cc2[N+](=O)[O-])cc1
    nt	22%	?	-10	nt	nt
48) COc1cccc(NC(=O)CSc2nc3ccccc3nc2N2CCCC2)c1
    ?	10µM*	54%[activator]	?	-12%	-17%
49) CCn1c(SCC(=O)Nc2cccc(S(=O)(=O)N(C)c3ccccc3)c2)nnc1C1CC1
    -8%	-9%	-11%[11.6 µM]	1	nt	-22%
50) CCCCN(C(=O)c1cnccn1)c1c(N)n(CCC)c(=O)[nH]c1=O
    nt	1%	5%	-11	nt	nt
51) Cc1cc(NC(=O)C23CC4CC(CC(C4)C2)C3)n[nH]1
    -5%	18%	-10%	-2	0%	7%
52) COc1ccc(CCNC(=O)C2CC(=O)N(c3ccc(C)cc3)C2)cc1 (stereo unspecified)
    -7%	-18%	0%	12	8%	-11%
53) O=C(OCC(=O)N1CCN(c2ccccc2)CC1)c1ccc2ncsc2c1
    -2%	11%	0%	40	27%	-1%[11.4 µM]
54) CC(C)(C)OC(=O)N1CC(O)CC1C(=O)OCC(=O)c1ccc(-c2ccccc2)cc1 (stereo unspecified)
    1%	1%	1%	42	-7%	2%
55) O=C(c1ccco1)N1CCN(S(=O)(=O)c2ccc3[nH]c(=O)oc3c2)CC1
    ?	17%	-2%	-9	13%	-2%
56) COc1ccc(-c2cc3c(=O)n(CC(=O)Nc4ccc(Cl)cc4)nc(C)n3n2)cc1
    0%	9%	-3%	-24	nt	-5%
57) CCOc1ccc(N(C)S(=O)(=O)c2ccc3[nH]cc(C(=O)NCc4ccccc4)c(=O)c3c2)cc1
    3%	nt	nt	0	nt	6%
58) Cc1ccc(-n2c(SCC(=O)Nc3cccc(S(=O)(=O)NC4=NCCCCC4)c3)nc3ccccc3c2=O)cc1
    -1%	?	23%	-66*	0%	2%
59) O=C1c2ccccc2C(=O)N1Cc1ccccc1F
    2%	3%	20%	-29	14%	7%
60) COc1ccc(CCNC(=O)Cn2cc(S(=O)(=O)Cc3cccc(Cl)c3)c3ccccc32)cc1OC
    13%	nt	nt	0	nt	4%

Record cards (already shown). Order of screens: AmpC detergent, HCV inhibitor, AMA1-RON2 inh, HCMV inh, Giardia FBPA inh, Sm TGR block
COc1ccc2c(C(=O)CN3CCN(CCO)CC3)c[nH]c2c1 as listed: -13%, 9%, 3%, 68, -6%, -17%
CCn1c(SCC(=O)Nc2cccc(S(=O)(=O)N(C)c3ccccc3)c2)nnc1C1CC1 as listed: -8%, -9%, -11%[11.6 µM], 1, nt, -22%
CC(C)(C)OC(=O)N1CC(O)CC1C(=O)OCC(=O)c1ccc(-c2ccccc2)cc1 (stereo unspecified) as listed: 1%, 1%, 1%, 42, -7%, 2%

(continued)
Below each SMILES: AmpC detergent	HCV inhibitor	AMA1-RON2 inh	HCMV inh	Giardia FBPA inh	Sm TGR block
61) Cc1ccc(C)c(C(=O)CSc2nc(N)cc(=O)[nH]2)c1
    -2%	2%	22%	-7	-22%	-27%
62) Cc1ccc(C(=O)NNC(=O)c2cccc(S(=O)(=O)N3CCN(c4ccccc4)CC3)c2)cc1
    9%	-3%	4%[2.32 µM]	21	19%	4%
63) CCCCC(Sc1nc(N)c(NC(=O)c2ccc(OCC)cc2)c(=O)[nH]1)C(=O)O (stereo unspecified)
    -1%	5%	0%	?	2%	-1%
64) COCCCNC(=S)NNC(=O)C(O)(c1ccccc1)c1ccccc1
    -10%	4%	36%[activator]	-18	-5%	2%
65) COc1ccc(NCN2C(=O)CCC2=O)cc1
    -1%	3%	-9%	-9	-17%	2%
66) O=C(CCc1ccccc1)Nc1ccccc1C(=O)NCc1ccco1
    0%	-14%	-14%	33	3%	-2%
67) CC1(C)CC(=O)C2=C(C1)OC(N)=C(C#N)C2c1ccc[nH]1 (stereo unspecified)
    -4%	2%	-3%	-6	-22%	18µM*
68) COc1ccc(Cc2nc(-c3ccccn3)no2)cc1OC
    2%	12%	25%	43	2%	nt
69) Cn1cccc1Cc1nnc(SCC(=O)Nc2ccc(Cl)cc2)n1-c1ccc(F)cc1
    ?	-8%&-15%	-1%	-6	-4%	-24%
70) C=Cc1ccc(Cn2c(C)c(CNCc3cccc(Br)c3)c(C(=O)O)c2C)cc1
    1%	nt	nt	20	nt	-6%
71) COc1cc(NC(=O)C2CC2C)c(C(=O)O)cc1OC (stereo unspecified)
    -5%	-16%	13%	-11	-2%	3%
72) CCCCCC1CC(/C(C)=N/NC(N)=O)OC1=O (stereo unspecified)
    -6%	2%	2%	40	4%	12%

Source: PubChem BioAssay (National Center for Advancing Translational Sciences (NCATS))
